MC4R antagonist = human MC4R antagonism in cAMP assay; MC4R-expressing cells, MTII-stimulated cAMP, LANCE TR-FRET; AID 540295; P32245; hit rate 0.48% among 360,000; inhibition, % at 6.5 µM;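 active means inhibition above its plate's cutoff, the mean of tested wells on that plate plus 3 SD, cut at about 29% in these data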;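 further: 0% = Melanotan II alone and 100% = Melanotan II plus saturating MCL0020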
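Material: U2OS-MC4R stable cell line | Reagent: Melanotan II challenge after compound preincubation | Doses: One concentration, 6.5 µM nominal | Incubation: 30-min compound preincubation, 1-h Melanotan II challenge, 1-h detection, room temperature | Signal: TR-FRET cAMP assay | Replicates: One well per compound, no replicates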
Vif inh = inhibitors of HIV Vif; inhibition, % at 7.49 µM; AID 602346; HEK293T cells, Vif self-association by quenched fluorescence, imaging, 24 h; hit rate 0.35% among 340,000; in the data active means inhibition above about 50%, passing the limit was not always enough; further: some results filed as inactive read as strong as hits
ABCB6 inh 2 = blocks the human ABCB6 transporter; Q9NP58; K562-ABCB6 porphyrin accumulation, flow cytometry, 1 h; stronger effect = lower value; fluorescence ratio to DMSO, % at 10 µM; hit rate 0.19% among 360,000;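 active means fluorescence ratio to DMSO below 75%, the collection mean minus 3 SD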;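 further: signal is porphyrin accumulated inside mitochondria; 100% equals median channel fluorescence of DMSO control wells; lower ratio means ABCB6 inhibition with less porphyrin fluorescence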
PDI turbidity = blocks human protein disulfide isomerase activity | P07237 | PDI insulin aggregation turbidity, A650, 90 min | inhibition, % at 10 µM | hit rate 0.052% among 350,000 | AID 588391;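 active means mean inhibition across replicates of 30% or more, whatever share of single replicates reach that level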;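 further: absorbance from insulin aggregation driven by PDI reduction with DTT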
Target sequence (P07237 whole entry, looked up): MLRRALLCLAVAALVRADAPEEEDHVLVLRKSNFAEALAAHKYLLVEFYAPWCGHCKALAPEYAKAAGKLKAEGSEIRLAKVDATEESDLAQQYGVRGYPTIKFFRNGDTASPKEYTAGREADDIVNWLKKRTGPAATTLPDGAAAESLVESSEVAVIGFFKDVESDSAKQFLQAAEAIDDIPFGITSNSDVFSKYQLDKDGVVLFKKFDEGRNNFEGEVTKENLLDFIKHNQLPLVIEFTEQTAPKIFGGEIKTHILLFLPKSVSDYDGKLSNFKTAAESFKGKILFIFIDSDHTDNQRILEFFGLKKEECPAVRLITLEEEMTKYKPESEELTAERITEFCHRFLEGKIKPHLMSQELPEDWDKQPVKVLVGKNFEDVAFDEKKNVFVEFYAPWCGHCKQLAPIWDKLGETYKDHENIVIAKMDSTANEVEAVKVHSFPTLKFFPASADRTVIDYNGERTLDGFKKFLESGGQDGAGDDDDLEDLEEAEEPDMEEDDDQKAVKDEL
HTR2A ag = agonists of mouse serotonin 5-HT2A receptor (HTR2A) | P35363 | CHO-K1 mHTR2A beta-arrestin complementation, luminescence; percent of 30 µM serotonin response | activation, % at 7.6 µM | hit rate 0.66% among 360,000;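 active means activation above a run cutoff, the mean activation of all tested compounds plus 3 SD, cut at about 14% in these data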;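 further: 0% = plate median of compound wells and 100% = 30 µM serotonin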
Target sequence (P35363 whole entry, looked up): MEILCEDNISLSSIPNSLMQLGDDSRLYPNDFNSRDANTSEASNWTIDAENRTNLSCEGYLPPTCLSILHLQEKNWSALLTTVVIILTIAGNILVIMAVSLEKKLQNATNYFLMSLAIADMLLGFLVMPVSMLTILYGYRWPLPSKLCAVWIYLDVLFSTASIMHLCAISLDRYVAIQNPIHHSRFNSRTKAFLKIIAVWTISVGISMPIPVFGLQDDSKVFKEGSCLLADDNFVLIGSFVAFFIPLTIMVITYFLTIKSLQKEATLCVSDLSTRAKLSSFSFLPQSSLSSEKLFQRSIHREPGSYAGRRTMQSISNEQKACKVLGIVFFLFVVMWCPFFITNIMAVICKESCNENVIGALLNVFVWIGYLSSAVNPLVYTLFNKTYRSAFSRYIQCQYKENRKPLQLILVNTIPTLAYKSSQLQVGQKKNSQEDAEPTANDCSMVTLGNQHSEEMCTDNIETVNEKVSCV
Glyco luc inh = blocks N-linked glycosylation in D54 reporter cells; D54 ERlucT glycosylation luciferase reporter, 24 h; percent of 100 nM tunicamycin response; reporter increase, % at 12.5 µM; hit rate 0.23% among 360,000;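 active means mean luciferase reporter signal, scaled so untreated is 0 and the glycosylation-blocking control 100, at or above a set limit in every replicate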;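 further: luciferase carries N-glycosylation sites so blocking glycosylation raises the light; 0% = median of neutral control wells and 100% = median of 100 nM tunicamycin wells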
H9c2 protect = modulators protecting cardiomyocytes from myocardial damage | H9c2 cardiomyocytes, H2O2 injury protection, ATPLite, 2 h | protection from H2O2 cell death, % at 20 µM | hit rate 0.63% among 360,000;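 active means compounds giving at least 50% protection of heart cells from peroxide-induced death in the single-dose screen, raw or plate-pattern-corrected value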;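 further: 0% = DMSO wells with peroxide and 100% = DMSO wells without peroxide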
aDG glyco up = increases alpha dystroglycan glycosylation | Pro5-aDG cells, alpha-DG glycosylation AlphaScreen (IIH6); 0% Pro5, 100% B10-LARGE cell signal | activation, % at 10 µM | hit rate 0.22% among 360,000 | AID 624168;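 active means activation of at least 8% versus controls, or a plate z-score of at least 8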;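 further: Pro5 are CHO cells carrying HIG-tagged alpha-DG that lacks glycosylation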
MC4R ag barr = activates human MC4R beta-arrestin recruitment. hit rate 0.98% among 360,000. activation, % at 8.9 µM. U2OS MC4R beta-arrestin complementation, luminescence; percent of melanotan II response, DMSO zero. P32245;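 active means activation above a per-plate cutoff, the mean activation of sample wells on that plate plus 3 SD, cut at about 8% in these data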
CaV13 FRET inh = Disruptors of the CACNA1D IQ motif to Ca2+-dependent inactivation inhibitor domain association, primary screening, Förster resonance energy transfer in intact living … | HEK cells, CFP/YFP FRET ICDI-IQ, plate reader, 10 min; percent FRET-ratio fall versus neutral wells | inhibition, % at 12.3 µM | AID 743397 | hit rate 0.098% among 340,000;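 active means mean replicate inhibition of at least 30% and at least 1% of replicates passing that level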;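 further: 0% = median of the neutral control wells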
An asterisk follows results filed as active; . = no result given. An unsorted share of the library. Share with any hit: about 3.6%.

SMILES	MC4R antagonist	Vif inh	ABCB6 inh 2	PDI turbidity	HTR2A ag	Glyco luc inh	H9c2 protect	aDG glyco up	MC4R ag barr	CaV13 FRET inh
CC(=O)Nc1ccc(S(=O)(=O)Nc2cc(C)cn(Cc3ccccc3)c2=O)cc1	7	5	90	8	2	0	-6	0.0	-1.2	.
O=C(NC(=O)c1ccccc1)NC(=O)c1ccccc1	-5	3	97	1	0	1	11	-0.2	-2.0	.
FC(F)(F)c1cc(CCN2CCNC[C@H]2Cc2cccc3ccccc23)cc(C(F)(F)F)c1	9	9	99	2	0	-2	-11	-0.6	1.9	-8
O=C1OCCC1Sc1nc2ccccc2c(=O)n1Cc1ccc(F)cc1 (stereo unspecified)	3	-5	93	-6	-2	0	20	-0.1	-0.4	-3
O=C(CCC1CCCC1)N1CCN(C(=O)C2CC2)CC1	4	.	101	2	-1	0	3	-0.3	-0.2	-4
CC1CC2(C)C(=CC1=O)CCC1C2C(O)CC2(C)C1CCC2(O)C(=O)CO (stereo unspecified)	4	10	93	-3	1	-2	-4	-0.2	-1.6	-6
CCOc1cc(C(=O)N(C)Cc2cc3ccccc3[nH]c2=O)cc(OCC)c1OCC	-2	0	99	-7	3	2	10	0.3	-1.7	.
CCCCC(=O)Nc1cc(C)c2c(=O)oc3ccccc3c2n1	3	6	75	4	8	5	78*	0.2	1.7	.
Fc1ccccc1Nc1n[nH]c(=S)s1	-3	-7	112	-10	1	-1	-2	-0.4	-0.5	-7
O=C(c1ccc2c(c1)CCC2)N1CCN(Cc2ccccc2)CC1	1	.	98	-28	4	-3	4	-0.1	-0.5	-2
CC(=O)Oc1c(C)c(C)c2c(c1C)CC[C@@](C)(CCC[C@H](C)CCC[C@H](C)CCCC(C)C)O2	5	-7	97	-1	2	4	-6	-0.2	0.1	-5
C#Cc1cccc(-n2nnc(C(=O)OC)c2-c2ccccc2)c1	15	.	100	2	2	1	-6	0.2	0.1	-20
COCCn1c(SCc2ccc(C(=O)OC)o2)nc2ccccc2c1=O	-4	-10	95	0	-1	-1	5	0.2	-0.3	.
Cc1cnc(C(=O)Nc2ccccc2-n2cccc2)cn1	22	8	91	-1	4	2	6	0.1	1.2	0
COc1ccc(C(=O)NCC(=O)N2CCCC(C)C2)cc1OC (stereo unspecified)	1	8	101	2	7	1	0	-0.2	1.0	-2
CC(C)(C)NS(=O)(=O)c1ccc(NC(=O)CS(=O)(=O)Cc2ccccc2)cc1	6	-10	100	11	7	2	-3	0.0	1.1	.
CCCn1nc(C(=O)N2CCN(c3ccccn3)CC2)c2ccccc2c1=O	-5	-6	100	3	-5	1	12	0.2	1.1	-5
COc1cc2c(cc1OC(C)=O)C(=O)CCCC2	.	-1	96	.	0	2	-7	0.1	.	-11
CN1CCc2c(sc3c2c(NCc2ccco2)nc2nnnn23)C1	-5	8	102	-1	-13	2	1	0.2	-1.5	-6
COc1ccnc(Oc2ccccc2)c1C(=O)N/C=N/OCc1ccccc1F	2	-4	102	-1	-5	-2	33	-0.6	-1.7	-3
Cc1cc(C)n2nc(SC(C)C(=O)N3CCOCC3)nc2n1 (stereo unspecified)	2	.	95	4	4	1	3	-0.4	-2.9	-6
COc1cc(NS(=O)(=O)c2ccc(N/C=C\C(=O)c3ccc(OC)c(OC)c3)cc2)nc(OC)n1	4	-2	99	-4	1	1	2	0.0	-2.6	-4
O=[N+]([O-])c1ccccc1/C=N/Nc1nc(N2CCCC2)nc(N2CCCC2)n1	-2	-3	96	-6	0	4	-2	0.3	-0.5	-7
Cc1ccc(NC(=O)CN2C(=O)NC(C)(C3CC3)C2=O)cc1S(=O)(=O)N1CCCCC1 (stereo unspecified)	-3	-2	102	-2	-3	-2	1	-0.1	-1.0	-3
COC(=O)Cn1c(=NC(=O)c2ccc(OC)cc2)sc2cc(OC)ccc21	-2	-5	94	1	3	-3	4	0.2	2.3	-3
COc1ccc(C(C(=O)NCC2CCCO2)N(Cc2ccc(F)cc2)C(=O)CNC(=O)c2ccco2)cc1OC (stereo unspecified)	3	7	98	-11	-5	1	-3	-0.1	-2.7	-2
C#CCNC(=O)C1=C[C@H](c2ccc(C#C)cc2)C[C@H](OCc2ccc(CO)cc2)O1	5	-9	97	-1	4	0	0	0.0	-0.6	-5
COC(=O)c1ccsc1NS(=O)(=O)c1ccccc1	5	.	98	-9	4	.	4	0.3	-1.5	-8
Cc1cc2c(c(=O)n1C1CC1)C(c1cccc(Cl)c1)C(C#N)=C(N)O2 (stereo unspecified)	-3	-8	96	-1	3	1	2	0.2	-1.1	-6
COc1ccc(NC(=O)CSc2nc3c(c(-c4cccs4)c2C#N)CN(C)CC3)cc1OC	21	.	122	-4	-1	10	10	-0.2	-2.3	-5

Only Vif inh and Glyco luc inh, for 3 of the compounds above:
structure	Vif inh	Glyco luc inh
COC(=O)Cn1c(=NC(=O)c2ccc(OC)cc2)sc2cc(OC)ccc21	-5	-3
Cc1ccc(NC(=O)CN2C(=O)NC(C)(C3CC3)C2=O)cc1S(=O)(=O)N1CCCCC1 (stereo unspecified)	-2	-2
COc1ccc(C(C(=O)NCC2CCCO2)N(Cc2ccc(F)cc2)C(=O)CNC(=O)c2ccco2)cc1OC (stereo unspecified)	7	1

Continued:
SMILES	MC4R antagonist	Vif inh	ABCB6 inh 2	PDI turbidity	HTR2A ag	Glyco luc inh	H9c2 protect	aDG glyco up	MC4R ag barr	CaV13 FRET inh
CCCC(c1nnnn1C1CCCCC1)N1CCN(C2CCCC2)CC1 (stereo unspecified)	0	3	97	15	14	-3	12	0.4	-0.8	-1
FC(F)(F)c1cc(-c2ccco2)nc(-n2nnc3ccccc32)n1	0	4	101	3	-2	4	1	0.0	-0.9	-4
O=C(C1=NNCC1c1ccc(Cl)cc1)C1CO1 (stereo unspecified)	-1	4	95	2	9	5	-4	0.4	1.8	-4
O=C(NCc1ccccc1)c1onc(CSc2ccccn2)c1C(=O)NCc1ccccc1	7	.	95	-1	-3	0	-1	0.0	-1.8	-10
COc1ccc(-c2noc(COc3ccc(Cl)c(C)c3)n2)cc1	-2	15	105	-7	1	1	-19	0.3	9.6*	-6
O=C(NC1CCN(C(=O)Nc2ccccc2Cl)CC1)c1ccccc1	1	0	99	-5	-4	2	-3	0.0	-3.5	3
CCC1CCCCN1C(=O)Nc1cc(Cl)ccc1OC (stereo unspecified)	0	-3	98	-16	7	3	0	-0.2	-0.8	-2
O=C(COc1cccc([N+](=O)[O-])c1)NN1C(=O)c2ccccc2C1=O	-2	-7	95	2	5	0	-4	0.0	0.5	-4
COCCNCC(=O)N1CCCCCC1	8	-7	102	1	17*	0	-2	-0.3	-0.5	-2
COc1cc(C)ccc1S(=O)(=O)N1CCCCCC1	0	-3	101	-1	6	-4	1	-0.1	-1.7	-5
O=C(N/N=C/c1sc(=O)[nH]c1-[n+]1ccc2ccccc2c1)c1ccccc1[O-]	-8	-7	100	-3	10	2	-2	0.0	-4.2	-6
Oc1ccc(Cl)cc1Sc1cc(Cl)ccc1O	9	-20	81	9	5	-4	-24	-0.2	0.6	-6
O=C(CSc1nnc(CNC(=O)c2ccccc2)o1)c1ccccc1	1	3	99	-5	9	1	-2	-0.1	1.7	.
C=CCSc1nc2c(c(=O)[nH]c(=O)n2C)n1C(C)C	-11	-2	108	18	5	3	-1	0.1	-0.7	-7
Cc1ccc(OCCNC(=O)c2ccc3ccccc3n2)cc1	-7	4	97	-3	2	3	-7	0.0	1.4	-3
CCOc1ccc(C2c3c(oc4ccccc4c3=O)C(=O)N2CCCN2CCOCC2)cc1OCC (stereo unspecified)	6	5	105	.	-3	1	2	0.1	-1.7	-2
COc1ccc(C(=O)c2cnc3ccccc3c2-c2ccccc2)cc1	5	-19	92	-1	-4	-8	0	0.1	-2.1	-8
COc1ccc(/C=N/NC(=O)CCn2nc(C)cc2C)cc1O	0	9	97	10	-1	3	-4	0.0	1.0	-6
CCOc1cccc(/C=C2/NC(=O)N(CC(=O)Nc3cccc(C)c3)C2=O)c1O	1	4	92	2	6	1	-3	-0.2	4.5	-5
O=C(COc1ccc([N+](=O)[O-])cc1)NNC(=O)C1COc2ccccc2O1 (stereo unspecified)	2	0	97	1	-3	3	1	-0.1	-0.2	-5
CCCCn1c(SCC(=O)c2ccccc2)nc2ccsc2c1=O	19	.	97	3	-4	3	-7	0.9	-2.5	-3
C=CCNc1nc(-c2ccc([N+](=O)[O-])cc2)cs1	8	-18	92	-3	-5	-5	-8	0.1	0.4	.
COc1c(NC(C)=O)c2c(c([N+](=O)[O-])c1OC)C(=O)OC2	10	4	103	2	-5	1	4	0.3	-1.1	-8
Cn1cc(S(=O)(=O)Nc2ccc3c(c2)OCCO3)cn1	-3	5	102	16	-2	-2	7	-0.1	-2.8	-3
CC(C)(C)n1nnnc1C(c1cccc(C#N)c1)N1CCCc2ccccc21 (stereo unspecified)	1	-3	104	3	2	-3	4	0.0	0.4	-10
O=C(NCc1ccccc1)N1CCN(CCO)CC1	6	-3	96	-3	5	0	5	0.1	-3.5	-2
C=CCN(c1ccccc1)S(=O)(=O)c1cccc(C(=O)Oc2ccc3c(C)cc(=O)oc3c2)c1	19	.	105	9	1	0	14	0.0	-1.3	-6
O=C1C(=O)N(Cc2cccnc2)C(c2ccccn2)/C1=C(/O)c1ccccc1 (stereo unspecified)	10	5	97	-1	-3	0	-9	0.0	-0.7	-4
CC(c1ccc2c(c1)OCO2)n1c(=S)[nH]c2ccccc2c1=O (stereo unspecified)	3	1	107	-3	-1	-2	2	0.1	3.1	-3
Cc1cccc(C)c1OCc1cc(C(=O)N(C)Cc2nc3ccccc3[nH]2)no1	2	-5	83	-4	-1	-6	-5	0.9	-2.5	-9
O=C(COc1ccc([N+](=O)[O-])cc1)N/N=C/c1cc([N+](=O)[O-])ccc1N1CCOCC1	-2	4	98	2	-6	4	11	0.0	-2.2	-6
CCN1C(=O)[C@H]2[C@@H](c3ccc(OC)cc3)N3C(=O)CN(CCOC)C(=O)[C@@]3(C)[C@H]2C1=O	6	.	103	-4	2	2	1	-0.3	-1.5	-11
COc1ccccc1CNC(=O)CN1C(=O)C(C)N(c2ccc(C)cc2)C1=O (stereo unspecified)	6	-1	97	6	3	-1	-4	0.1	-2.2	-4
CON/C=C(\C=Nc1ccccc1)c1ncc(C(F)(F)F)cc1Cl	-2	-21	95	5	-1	1	-8	-0.1	0.2	-4
CCc1ccc(NC(=O)C(C)n2nc(C)c([N+](=O)[O-])c2C)cc1 (stereo unspecified)	16	-15	96	-2	-1	4	-3	0.1	2.5	-2
Nc1[nH]nc2ncc3cc4ccccc4nc3c12	29*	-2	99	4	1	0	39	-0.2	0.0	4
Cc1cccc(Cn2c(C)nc3c(N)c(C)c(C)cc32)c1	13	-7	108	9	-8	-1	-5	0.9	-2.4	-2
CCc1cc(C(=O)O)c(NC(=O)C(c2ccccc2)c2ccccc2)s1	0	1	105	6	3	2	-4	1.1	0.0	-5
